Screening results as filed in PubChem.
BAP1 inh – inhibitors of human BAP1 deubiquitinase; activity remaining (% of control), % at 20 µM; Q92560; AID 436; recombinant BAP1, Ub-AMC hydrolysis fluorescence kinetic; active compounds read low; 72,000 compounds, 0.48% hits;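 active = activity remaining at or below 50% of control, provided the compound also passes the data quality filters; inactive = the rest, including low values that fail the filters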;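 also: 100% = DMSO wells rate and 0% = substrate alone blank rate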
Target sequence (Q92560 whole entry, looked up): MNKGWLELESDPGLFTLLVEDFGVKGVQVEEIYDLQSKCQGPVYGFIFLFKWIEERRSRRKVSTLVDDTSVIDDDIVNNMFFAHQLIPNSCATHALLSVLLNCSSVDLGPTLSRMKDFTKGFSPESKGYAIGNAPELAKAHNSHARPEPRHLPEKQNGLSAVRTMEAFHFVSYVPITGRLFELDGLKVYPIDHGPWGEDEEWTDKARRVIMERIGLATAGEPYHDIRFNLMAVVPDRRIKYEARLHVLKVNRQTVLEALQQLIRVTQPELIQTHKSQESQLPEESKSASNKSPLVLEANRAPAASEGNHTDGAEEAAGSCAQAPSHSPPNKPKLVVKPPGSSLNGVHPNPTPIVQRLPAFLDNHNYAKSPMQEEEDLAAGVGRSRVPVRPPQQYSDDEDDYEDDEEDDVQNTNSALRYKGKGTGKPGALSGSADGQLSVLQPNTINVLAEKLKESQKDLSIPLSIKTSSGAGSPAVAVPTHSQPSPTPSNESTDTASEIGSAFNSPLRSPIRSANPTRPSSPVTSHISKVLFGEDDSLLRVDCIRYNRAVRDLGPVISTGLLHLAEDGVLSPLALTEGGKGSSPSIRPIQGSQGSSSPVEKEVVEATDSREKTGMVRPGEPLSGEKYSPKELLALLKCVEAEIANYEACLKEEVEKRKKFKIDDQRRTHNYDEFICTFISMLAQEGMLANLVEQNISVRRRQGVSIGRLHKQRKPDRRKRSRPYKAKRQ
HePTP inh – human HePTP phosphatase inhibition; 110,000 compounds, 0.64% hits; AID 521; recombinant HePTP phosphatase activity, OD absorbance; inhibition, % at 20 µM; in the data active = inhibition above about 50%;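 also: plate controls were vehicle for no effect and reference inhibitor for full effect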
Target sequence (P35236 whole entry, looked up): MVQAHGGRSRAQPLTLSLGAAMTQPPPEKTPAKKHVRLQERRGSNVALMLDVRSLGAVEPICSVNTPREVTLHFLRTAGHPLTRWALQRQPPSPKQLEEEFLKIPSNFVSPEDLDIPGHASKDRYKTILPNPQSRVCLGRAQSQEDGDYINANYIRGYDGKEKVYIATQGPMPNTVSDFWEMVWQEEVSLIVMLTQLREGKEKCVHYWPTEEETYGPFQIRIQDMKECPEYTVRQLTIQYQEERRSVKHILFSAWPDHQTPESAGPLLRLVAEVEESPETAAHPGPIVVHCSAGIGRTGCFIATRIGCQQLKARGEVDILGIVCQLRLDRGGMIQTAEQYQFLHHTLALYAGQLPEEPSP
* = called active by the depositor; i = inactive; . = not tested or not shown; & = joins results of further samples.

Start of the data: the first 4 entries as a preview:
SMILES	BAP1 inh	HePTP inh
CC(c1ccccc1)n1c(-c2ccncc2)n[nH]c1=S (stereo unspecified)	80.5	5.6
O=C(O)c1cc(-c2c[nH]c3ccccc23)n[nH]1	68.3	.
CC1CCN(C(=O)c2cc(-c3ccc(Cl)c(Cl)c3)on2)CC1	91.3	14.1
CCc1nc(SCC(=O)NCC2CCCO2)c2oc3ccccc3c2n1 (stereo unspecified)	54.2	6.1

The list itself, previewed entries included:
SMILES	BAP1 inh	HePTP inh
CC(c1ccccc1)n1c(-c2ccncc2)n[nH]c1=S (stereo unspecified)	80.5	5.6
O=C(O)c1cc(-c2c[nH]c3ccccc23)n[nH]1	68.3	.
CC1CCN(C(=O)c2cc(-c3ccc(Cl)c(Cl)c3)on2)CC1	91.3	14.1
CCc1nc(SCC(=O)NCC2CCCO2)c2oc3ccccc3c2n1 (stereo unspecified)	54.2	6.1
O=C(c1ccc2c(c1)N(Cc1ccccc1)C(=O)CS2)N1CCOCC1	97.5	9.1
CCOC(=O)c1c(C)[nH]c(C(=O)C(C)OC(=O)c2cccc(OCc3c(C)noc3C)c2)c1C (stereo unspecified)	.	7.3
O=C(CSc1nc2ccccc2c(=O)n1-c1ccccc1)Nc1ccc([N+](=O)[O-])cc1	.	-1.6
COc1cc(/C=C2/SC(=S)N(CC(=O)NCCCN3CCOCC3)C2=O)cc(OC)c1OC	.	-0.1
Cc1nc2nc(-c3ccccc3)[nH]c2cc1Br	.	1.9
CCn1c(SCC(=O)N(Cc2ccccc2)C2CCS(=O)(=O)C2)nc2ccccc2c1=O (stereo unspecified)	93.5	6.7
COc1ccc(-c2csc(NC(=O)CN3C(=O)CCC3=O)n2)c(OC)c1	121.5	.
CC(=O)c1c(C)nc2cc(Cl)ccc2c1N	.	-3.6
O=S(=O)(NCC1CCCO1)c1cc(Cl)ccc1Br (stereo unspecified)	92.2	-12.9
Fc1ccc(Br)cc1C1Nc2cccc3cccc(c23)N1	.	7.8
COc1ccc(OC)c(S(=O)(=O)N2CCC(C(=O)NCC3CCCO3)CC2)c1 (stereo unspecified)	62.8	8.0
Cc1ccccc1C(=O)NNC(=O)c1cccc2ccccc12	.	4.9
CCOC(=O)c1nc2nc(C)c(Cl)c(=O)n2[nH]1	117.0	6.1
Cc1ccc(/C(O)=C2\C(=O)C(=O)N(c3ccc(O)cc3)C2c2ccc(C)cc2)cc1 (stereo unspecified)	.	-1.3
CC(C)(C)c1csc(NC(=O)Cn2cnc3ccccc3c2=O)n1	104.0	6.8
O=C(CCNS(=O)(=O)c1ccccc1[N+](=O)[O-])Nc1ccc(I)cc1	.	1.9
CCCCS(=O)CC(O)COCC (stereo unspecified)	.	-8.1
COc1cc2c(cc1OC)C1=C(C#N)COCN1CC2	123.8	6.7
O=C1Nc2ccccc2C(O)(C(=O)NCc2ccco2)N1c1ccc(Cl)cc1 (stereo unspecified)	.	1.7
CC1=C(C#N)C(NC(=O)C2CC2)(C(F)(F)F)C(=O)N1 (stereo unspecified)	68.1	10.3
CC(C)(C)S(=O)(=O)c1c(C(=O)O)cccc1C(=O)O	89.9	-1.9
Next section.
SMILES	BAP1 inh	HePTP inh
CNS(=O)(=O)c1ccccc1C(=O)NNC1=NS(=O)(=O)c2ccccc21	.	4.1
COc1cccc2c1NC(c1ccccc1Br)C1CC=CC21 (stereo unspecified)	.	5.8
CC(C)c1[nH]nc2c1C(Cc1ccccc1)C(C#N)=C(N)O2 (stereo unspecified)	104.3	4.5
Cc1nc2c(C(=O)N3CCCC3)c[nH]n2c(=O)c1Cc1ccc(F)cc1Cl	100.4	7.0
CC(=O)c1cccc(NC(=O)c2cc3nc(C)cc(C)n3n2)c1	130.9	0.5
O=C(CSc1nc2ccccc2s1)Nc1nc2ccccc2s1	.	-0.1
Cc1ccccc1Nc1nc(N)nc(CSc2nc3ccccc3c(=O)n2CCCO)n1	100.3	1.3
CCNC(=O)CC1S/C(=N\N=C(/C)c2ccccc2)NC1=O (stereo unspecified)	.	4.1
O=C(CSCCO)N1CCc2ccccc21	62.5	7.2
CCCCCCC(=O)N1CCC(c2nc3c(nnn3Cc3ccccc3Cl)c(=O)[nH]2)CC1	92.4	10.8
COC(=O)COc1cc(Br)c(/C=C2\C(=O)NC(=O)N(c3cc(C)cc(C)c3)C2=O)cc1OC	.	0.3
c1csc(Cc2nn3c(-c4n[nH]c5c4CCC5)nnc3s2)c1	.	9.1
N#CCSc1nc2cc(C(=O)N3CCCC3)ccc2c(=O)n1Cc1ccccc1	123.7	2.3
COc1ccc(C(=O)CC(c2ccc(C(C)C)cc2)S(=O)(=O)c2ccc(C)cc2)cc1 (stereo unspecified)	.	7.1
CC1CCC(C(=O)Oc2ccc(Br)cc2)CC1 (stereo unspecified)	74.5	.
Oc1ccc(-c2nc(-c3ccccc3)c(-c3cccs3)[nH]2)cc1O	.	2.7
CN(C)c1ccc(/C=C2\SC(=S)N(NC(=O)c3ccccc3Cl)C2=O)cc1	.	-20.0
COC(=O)c1cc2sccc2n1CC(=O)Nc1cccc(SC)c1	70.1	-2.3
Cc1ccc(Nc2nc3ccc(C)cn3c(=O)c2/C=N/O)cc1	.	10.7
Cc1cc(N2CCC(C)CC2)n2nc(C)c(-c3ccccc3)c2n1	.	-5.3
Cc1ccc(OCCn2cc(/C(N)=N/O)c3ccccc32)cc1C	88.9	4.6
COC(=O)C(NC(=O)c1ccccc1)c1ccccc1 (stereo unspecified)	82.0	6.9&9.1
CC1=C(C(=O)OC(C)C)C(c2ccc(OCC(N)=O)cc2)NC(=O)N1 (stereo unspecified)	.	-1.9
CCCc1nc2c3cnn(-c4cccc(Cl)c4)c3ncn2n1	85.9	5.8
Cc1nc2ccc(C(=O)N3CCN(c4ccccn4)CC3)cc2s1	114.5	5.0
(next part)
SMILES	BAP1 inh	HePTP inh
Cc1ccc(C)c(Nc2ncnc3nc[nH]c23)c1	90.4	-1.8
Cc1ccc(F)cc1NC(=O)C1CCCN(c2ncccn2)C1 (stereo unspecified)	94.6	8.4
CCCCC(=O)N(c1ccc(OCC)cc1)C1C=CS(=O)(=O)C1 (stereo unspecified)	95.1	3.8
O=C(O)c1cccc2c(=O)oc3ccccc3c12	.	2.5
O=C(O)/C(=C/c1ccccc1)c1c(F)c(F)c(F)c(F)c1F	.	-8.2
CCOC(=O)C(C)Sc1nnnn1-c1ccccc1 (stereo unspecified)	.	1.8
Cc1ccccc1NC(=O)c1cc2ccccc2c(/C=N/n2cnnc2)c1O	.	-4.7
CC1=C(C)CC2C(=O)C3=C(C(=O)C2C1)C1c2ccccc2C3c2ccccc21 (stereo unspecified)	.	-5.2
CCNc1ccc(C(=O)OCC)cc1NC(=O)c1cccc(N(C)C)c1	.	-12.3
O=C(c1ccc(OCc2ccccc2)cc1)c1coc2ccc(O)cc12	.	2.8
CC1=NN(c2cccc(F)c2)C(=O)/C1=C/c1cccs1	.	0.0
CC1=C(C#N)c2nc(N)c(C#N)c(C)c2/C1=C\c1ccc(-c2ccccc2C(=O)O)o1	.	18.3
Cc1c(C(=O)N2CCN(C(=O)c3ccco3)CC2)sc2nc(-c3ccc(F)cc3)cn12	81.0	-2.6
O=[N+]([O-])c1ccc(O)c(C=Nc2cc3c(cc2Br)OCCO3)c1	67.5	.
NC(=O)c1ccc(CN2CCN(Cc3ccccc3)CC2)cc1	.	-4.7
Cc1cc(C)cc(NC(=O)C2CCCCC2)c1	.	-11.3
Cc1cccc(-c2noc(CN(C(=O)c3ccc4c(c3)OCO4)C(C)C)n2)c1	101.3	7.4
O=c1c2ccccc2c(C=NC2CCS(=O)(=O)C2)c(O)n1-c1ccccc1 (stereo unspecified)	82.6	6.0
COc1ccc(CNc2ccc3c(c2)ncn3-c2ccc(OC)cc2)cc1	.	-6.9
CSc1nnc(Cc2ccc3c(c2)OCO3)o1	101.7	8.5
CCN(CC)c1ccc(NC(=O)c2ccccc2F)cc1	95.3	5.9
Cc1ccc(C(=O)Nc2nc(-c3cc4cc(Cl)ccc4oc3=O)cs2)cc1	67.4	.
CN1C(=O)NC(NC(=O)c2ccco2)(C(F)(F)F)C1=O (stereo unspecified)	73.2	-8.2
Cc1cc(Cl)ccc1OCC(=O)Nc1cccc(-c2nc3ncccc3o2)c1	.	10.6
Cc1noc(C)c1S(=O)(=O)N1CCCC(C(=O)NCC2CCCO2)C1 (stereo unspecified)	101.4	-10.8

A second format for six compounds above:
SMILES | BAP1 inh | HePTP inh
Cc1c(C(=O)N2CCN(C(=O)c3ccco3)CC2)sc2nc(-c3ccc(F)cc3)cn12 | 81.0 | -2.6
O=[N+]([O-])c1ccc(O)c(C=Nc2cc3c(cc2Br)OCCO3)c1 | 67.5 | .
NC(=O)c1ccc(CN2CCN(Cc3ccccc3)CC2)cc1 | . | -4.7
Cc1cc(C)cc(NC(=O)C2CCCCC2)c1 | . | -11.3
Cc1cccc(-c2noc(CN(C(=O)c3ccc4c(c3)OCO4)C(C)C)n2)c1 | 101.3 | 7.4
O=c1c2ccccc2c(C=NC2CCS(=O)(=O)C2)c(O)n1-c1ccccc1 (stereo unspecified) | 82.6 | 6.0

Following part
SMILES	BAP1 inh	HePTP inh
O=C(CN1CCN(c2nc3ccc([N+](=O)[O-])cc3s2)CC1)Nc1ccc(Br)cc1	112.0	.
Cc1ccc(CSc2nc3c(c(=O)[nH]2)C(c2ccncc2)C2=C(CCCC2=O)N3)cc1 (stereo unspecified)	.	8.9
Cc1c(C(=O)Nc2ccccc2-c2ccccc2)cccc1[N+](=O)[O-]	.	-2.6
COCC(C)NC(=O)COc1ccc(Cl)cc1Cl (stereo unspecified)	75.0	10.1
CC(=O)c1nn(-c2cccc(Cl)c2)cc1C(=O)c1ccco1	101.1	4.2
Cc1ccc(-c2csc(N)n2)c(C)c1	.	1.4
CC(=O)c1cccc(NS(=O)(=O)c2cc(C(=O)Nc3ccc(C(=O)O)cc3)ccc2C)c1	138.2	.
Cc1c(C(=O)N2CCc3ccccc32)oc2c1C(=O)CC(C)(C)C2	.	4.4
CCCN1CCC(=NNC(=O)CCC(=O)NN=C2CCN(CCC)CC2)CC1	.	-8.2
COc1cc(C(=O)N2CCC(C(=O)Nc3cccc(C(C)=O)c3)CC2)cc(OC)c1OC	98.0	10.7
C=CCn1c(CCCN2C(=O)c3cccc4cccc(c34)C2=O)nnc1SC/C=C/c1ccccc1	.	5.5
CCOc1ccccc1NC(=O)c1c(N)sc2c1CCC2	.	-5.6
CCN(CC)c1ccc(NC(=O)/C=C/c2ccc(OC)c(Br)c2)cc1	.	10.0
CC(C)Cn1c(SCC(=O)c2ccc(Cl)s2)nnc1-c1ccco1	112.7	1.4
Cc1ccccc1Cn1cnc2c(cnn2C(C)(C)C)c1=O	110.3	.
CCOC(=O)c1ccc(NC(=O)Cn2nnc(-c3ccc(F)cc3)n2)cc1	92.1	6.8
CN1CCN(C(=O)c2ccc(C(C)(C)C)cc2)CC1	93.3	5.0
CC(=O)Nc1cc2ccc(OC(C)=O)cc2oc1=O	i	1.9
Cc1cccc(CC2S/C(=N\N=C\c3cccc([N+](=O)[O-])c3)NC2=O)c1 (stereo unspecified)	.	5.1
O=C(NCCO)C(=O)Nc1ccccc1	.	7.2
CCc1nn(C(C)C(=O)NC(C)CCc2ccco2)c(=O)c2cc3occc3n12 (stereo unspecified)	95.5	10.8
COc1ccc(-n2c(CCN3C(=O)c4ccccc4C3=O)nc3ccccc3c2=O)cc1	.	-2.0
CN(C(=O)c1ccccc1)c1ccc(OCC(=O)NC2CCS(=O)(=O)C2)cc1 (stereo unspecified)	103.7	-5.5
O=C1N(CC(=O)N2CCc3ccccc32)CCN1Cc1ccccc1Cl	93.8	1.6
CCCCn1c(SCC(=O)c2ccccc2)nc2c1c(=O)[nH]c(=O)n2C	80.4	.
(next part)
SMILES	BAP1 inh	HePTP inh
COc1ccc(-c2csc(N(CCCN3CCOCC3)C(=O)c3ccco3)n2)cc1	107.9	9.3
Cc1nc(C)n(CC(O)COc2ccc(C(=O)c3ccccc3)cc2)n1 (stereo unspecified)	119.5	5.3
COc1ccc(N2CSC3=C(C#N)C(c4cccc(OC)c4OC)CC(=O)N3C2)cc1 (stereo unspecified)	90.5	10.2
CCOc1ccc2nc(NS(=O)(=O)c3ccc(NC(C)=O)cc3)sc2c1	77.3	7.4
COc1ccc(S(=O)(=O)Nc2ccccn2)c(C)c1C	72.1	0.1
CCn1c(SCC(=O)N2CCCC2)nc2ccccc2c1=O	86.3	6.4
Cc1cc(=O)[nH]c(SCc2cccc(Br)c2)n1	108.9	7.3
CC(C)(C)OC(=O)c1c(N)n(CCCN2CCCC2=O)c2nc3ccccc3nc12	.	0.7
O=c1oc2ccc(O)c(-c3ccccc3Cl)c2s1	.	9.2
COc1ccc(N2CC(C(=O)Nc3ccccc3C(=O)NCc3ccco3)CC2=O)cc1 (stereo unspecified)	118.8	3.4
O=C(NC1CCC(NC(=O)C2CCCO2)CC1)C1CCCO1 (stereo unspecified)	121.4	-12.4
Cc1cc(=O)oc(C)c1C(=O)NCCC1=CCCCC1	69.1	3.3
O=S(=O)(NCCOCC(F)(F)F)c1ccc2oc3ccccc3c2c1	62.0	5.3
c1ccc(-n2nnnc2Oc2ccc(-c3nnco3)cc2)cc1	102.6	10.5
COc1ccccc1OCCC(=O)OCC(=O)Nc1ncc(Cl)cc1Cl	.	7.2
CS(=O)(=O)N(CC(=O)Nc1cccc(Br)c1)c1ccc(Oc2ccccc2)cc1	.	-8.2
O=C(O)/C=C/C(=O)NNC(=O)c1cc(O)cc(O)c1	.	-13.7
COc1ccc(N2C(=O)C(Cl)=C(Nc3ccccc3F)C2=O)cc1	.	0.4
O=C(NCCC1=CCCCC1)c1cc2ccccc2oc1=O	.	5.1
O=C(Nc1nnc(-c2ccco2)s1)c1ccco1	.	-7.1
